esBAF inh – SWI/SNF esBAF complex inhibition; 2% of 350,000 active; mouse ES cells, Bmi1-luciferase knock-in reporter, 24 h; 100% = twice the neutral-well signal; reporter increase, % at 12.5 µM; AID 602393; in the data active = activation above about 40%;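 also: 0% = median of the plate's neutral control wells and 100% = double that signal; a rise in the Bmi1 reporter signal indicates esBAF inhibition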
ARNT-TACC3 inh – ARNT/TACC3 interaction disruption; AlphaScreen His-ARNT PAS-B/GST-TACC3 binding, luminescence; TACC3 fragment carries E629A point mutation; 0.66% of 390,000 active; Q9Y6A5; inhibition, % at 9.99 µM;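 active = mean inhibition of replicates at least 50% and at least half of replicates each reaching 50%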;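 also: 0% = complete ARNT plus TACC3 wells and 100% = ARNT alone without TACC3; many hits fall short of the cut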
miR122 inh – miR-122 inhibition in Huh7 cells; Huh7 miR-122 Renilla luciferase sensor, 48 h; neutral wells = 0, positive control = 100; activation (reporter increase), % at 12.5 µM; 0.3% of 340,000 active; AID 602342;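 active = mean replicate activation score at least 90 and every replicate individually at or above 90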;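 also: higher luciferase means less miR-122 activity so hits act as miR-122 inhibitors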
ERp5 inh – inhibitors of human ERp5; 0.05% of 350,000 active; ERp5 insulin aggregation, absorbance 650 nm, 90 min; AID 651711; Q15084; inhibition, % at 9.99 µM;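 active = mean replicate inhibition above about 25%, with every replicate also reaching it, limit read from the data, passing the limit was not always enough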
Target sequence (Q15084 whole entry, looked up): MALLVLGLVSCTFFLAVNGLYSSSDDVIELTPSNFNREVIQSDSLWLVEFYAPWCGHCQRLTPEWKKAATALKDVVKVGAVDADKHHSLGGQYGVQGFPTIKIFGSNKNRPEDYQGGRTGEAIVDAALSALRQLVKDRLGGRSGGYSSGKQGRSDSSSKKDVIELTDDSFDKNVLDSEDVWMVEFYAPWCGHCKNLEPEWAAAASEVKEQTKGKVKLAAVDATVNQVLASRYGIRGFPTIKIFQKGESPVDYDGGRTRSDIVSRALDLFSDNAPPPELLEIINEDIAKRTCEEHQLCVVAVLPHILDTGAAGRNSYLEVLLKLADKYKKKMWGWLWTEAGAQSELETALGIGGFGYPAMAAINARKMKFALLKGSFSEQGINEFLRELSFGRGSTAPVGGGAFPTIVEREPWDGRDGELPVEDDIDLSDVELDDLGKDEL
SIRT5 block – inhibitors of human sirtuin-5 desuccinylase; Purified SirT5, succinyl-peptide AMC, trypsin-coupled fluorescence; Q9NXA8; inhibition, % at 15 µM; 1.1% of 330,000 active; in the data active = inhibition above about 15%
Target sequence (Q9NXA8 whole entry, looked up): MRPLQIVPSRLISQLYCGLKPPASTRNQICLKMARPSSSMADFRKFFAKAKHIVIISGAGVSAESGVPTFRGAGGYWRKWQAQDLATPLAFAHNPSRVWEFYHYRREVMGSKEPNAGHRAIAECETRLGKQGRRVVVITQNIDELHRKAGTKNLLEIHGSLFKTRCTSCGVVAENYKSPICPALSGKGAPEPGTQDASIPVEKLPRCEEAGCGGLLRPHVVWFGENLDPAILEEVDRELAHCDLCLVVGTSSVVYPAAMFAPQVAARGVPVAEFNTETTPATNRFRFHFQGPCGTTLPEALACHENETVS
Statin myotox sup – suppression of simvastatin myotoxicity. 0.78% of 330,000 active. AID 602340. C2C12 myotubes + simvastatin, ATP luminescence, 48 h; scaled: DMSO 0, geranylgeraniol control 100. rescue of ATP level, % at 7.49 µM;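 active = mean ATP rescue above about 67%, or every replicate alone reaching that limit, limit read from the data, passing the limit was not always enough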;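 also: myotubes were challenged with 10 µM simvastatin during compound exposure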
Cneo AK release – Cryptococcus neoformans lysis via adenylate kinase release. C. neoformans lysis, adenylate kinase release luminescence, 4 h; normalised: neutral wells 0, clomiphene wells 100. lysis activity, % at 15 µM. 0.2% of 360,000 active;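 active = mean lysis activity across replicates of at least 80%, whatever share of replicates individually reach that level; inactive = mean lysis activity below 80%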
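read-out = cell lysis signal | test system = log-phase Cryptococcus neoformans yeast cells | input = cells at 5 × 10^6 per mL | medium = fresh YPD growth medium | signal = luminescent adenylate kinase detection reagent | timing = 4 h at 37 °C static, read 1 h later | dosing = single dose | controls = Clomiphene as positive lysis control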
* = called active by the depositor; . = no result given; & = joins results of further samples; ! = not active in a repeat; [ ] = another dose, or the depositor's remark.

nr	Molecule	ARNT-TACC3 inh	esBAF inh	Statin myotox sup	SIRT5 block	ERp5 inh	miR122 inh	Cneo AK release
1	CC1CCN(C(=O)C2CCCCN2S(=O)(=O)c2cccc([N+](=O)[O-])c2)CC1 (configuration not stated)	3	.	.	-4	-2	.	.
2	FC(F)(F)c1cc(Oc2ccc(Cl)cc2)ncc1-c1nnc(-c2ccc(Cl)cc2)o1	-27	-12	10	-5	2	0	8
3	C[C@@H]1CN([C@@H](C)CO)C(=O)c2ccccc2-c2ccccc2CO[C@H]1CN(C)S(=O)(=O)c1ccc(C(F)(F)F)cc1	-16	0	.	10	-6	.	0
4	COC(=O)[C@@]12CCCCN1[C@H](c1ccc(-c3cc(C(C)=O)cs3)c(OC)c1)[C@H]1C(=O)N(C)C(=O)[C@H]12	1	11	4	-4	2	-4	-1
5	CCCN(CC(=O)Nc1ccccc1C)C(=O)c1cccc(-n2cnnn2)c1	-6	.	.	-3	6	23	-1
6	C[C@@H]1CN([C@H](C)CO)S(=O)(=O)c2ccc(C#CC(C)(C)O)cc2O[C@@H]1CN(C)CC1CC1	-3	-2	.	-2	-4	18[16.7 µM]	-3
7	Cc1ccc(S(=O)(=O)N(C)C[C@H]2Oc3ccc(NC(=O)C4CCCCC4)cc3C(=O)N([C@H](C)CO)C[C@@H]2C)cc1	23	3	-8	4	-5	6[16.7 µM]	-5
8	C/C=C/c1ccc2c(c1)O[C@@H](CN(C)C(=O)CN1CCOCC1)[C@@H](C)CN([C@@H](C)CO)S2(=O)=O	-1	-3	19	-1	-2	3[16.7 µM]	0
9	C/C=C/c1ccc2c(c1)O[C@H](CN(C)C(=O)C1CC1)[C@H](C)CN([C@@H](C)CO)S2(=O)=O	.	-5	4	.	.	-7[16.7 µM]	.
10	COc1ccc(NC(=O)C/C(C)=N/NC(=O)c2cccs2)c([N+](=O)[O-])c1	-33	2	-1	-3	2	.	-2
11	Cc1nn(C)c(C)c1NS(=O)(=O)c1c(C)n[nH]c1C	-2	-1	4	-1	-2	-6	0
12	COC(=O)Cc1ccc(NC(=S)NC2CC2)cc1	-3	-3	-7	-2	-2	.	.
13	Cc1noc(C)c1NC(=O)N(C)C[C@H]1Oc2ccc(NS(=O)(=O)c3ccc(Cl)cc3)cc2C(=O)N([C@H](C)CO)C[C@H]1C	4	4	-22	-4	21	-10[16.7 µM]	-2
14	O=C1CC(SC(=NCc2ccc3c(c2)OCO3)Nc2ccccc2)C(=O)N1 (configuration not stated)	.	6	20	.	.	-5	3
15	O=[N+]([O-])c1ccc(S(=O)(=O)NCCN2CCOCC2)cc1	-1	.	.	2	2	.	.
16	Cc1nonc1NC(=O)CSc1nc(C23CC4CC(CC(C4)C2)C3)nc2ccccc12	-1	-3	-10	-5	2	-2	-12
17	COc1ccc(CNC(=O)CSc2nnc(-c3cccnc3)n2N)cc1	-2	5	-2	-1	-1	-4	0
18	Cn1cc(S(=O)(=O)N2CCc3ccccc32)cc1C(=O)Nc1ccc(Cl)cc1	2	-2	-8	-3	-5	-9	-1
19	CC(C)(C)c1ccc(/C=C2\CCn3c2nc2cc(C(=O)O)ccc2c3=O)cc1	-2	1	4	2	2	-9	1
20	C[C@]12c3[nH]c4ccccc4c3CCN1C(=O)C(CC(=O)NCCc1ccccn1)C[C@@H]2C(=O)N1CCCCC1 (some centres not stated)	-2	-4	-4	-4	-1	5	4
21	CC(C)NC(=O)Nc1ccc2c(c1)C(=O)N([C@@H](C)CO)C[C@@H](C)[C@@H](CN(C)C(=O)Nc1ccc(C(F)(F)F)cc1)O2	0	-4	-12	-1	14	-3[16.7 µM]	0
22	Cc1ccc(-c2nc(CS(=O)(=O)CC(=O)NCCN3CCOCC3)c(C)o2)cc1	7	-2	17	-1	0	3	-3
23	O=C(NCCC(=O)N1CCCC1)c1ccccc1Cl	-5	8	7	-1	1	.	1
24	COc1ccc(CC(=O)OCC(=O)NC2CCCC(C)C2C)cc1OC (configuration not stated)	-1	4	-4	0	-8	2	0
25	C[C@@H]1CN([C@H](C)CO)C(=O)c2cc(-c3cccc(F)c3)cnc2O[C@H]1CN(C)Cc1cncnc1	-5	-1	.	-4	6	-2[16.7 µM]	-2
26	Cc1ccc(CNCC(O)(c2ccccc2)c2ccc(Cl)cc2)cc1 (configuration not stated)	-21	5	5	-5	6	-24	-3
27	O=C(C(=O)N1CCN(c2ccccc2F)CC1)c1cn(CC(=O)N2CCOCC2)c2ccccc12	0	4	-1	-4	1	0	-1
28	Cc1cc(C)c2c(C)c(C(=O)NCc3ccncc3)oc2c1	-6	0	2	.	.	-21	2
29	C[C@H]1CN([C@@H](C)CO)C(=O)CCCn2cc(nn2)CO[C@@H]1CN(C)C(=O)Nc1ccc2c(c1)OCCO2	-5&1	7&18&15	7&3&10	-2&-2&-1	-4&0&12	-2	-2&0&-16
30	COC(=O)c1cc(=O)n(Cc2ccc(OC)c(OC)c2)c(=Nc2ccc(F)cc2)s1	-2	-11	12	8	-4	-4	-5

Compound profiles, as listed above.
COc1ccc(CNC(=O)CSc2nnc(-c3cccnc3)n2N)cc1 is entered as ARNT-TACC3 inh = -2; esBAF inh = 5; Statin myotox sup = -2; SIRT5 block = -1; ERp5 inh = -1; miR122 inh = -4; Cneo AK release = 0
COc1ccc(NC(=O)C/C(C)=N/NC(=O)c2cccs2)c([N+](=O)[O-])c1 is entered as ARNT-TACC3 inh = -33; esBAF inh = 2; Statin myotox sup = -1; SIRT5 block = -3; ERp5 inh = 2; miR122 inh = .; Cneo AK release = -2

Down the list, from the results shown:
SIRT5 block for nos. 8 to 15: -1, ., -3, -1, -2, -4, ., 2
ERp5 inh for nos. 8 to 15: -2, ., 2, -2, -2, 21, ., 2

Next part
nr	Molecule	ARNT-TACC3 inh	esBAF inh	Statin myotox sup	SIRT5 block	ERp5 inh	miR122 inh	Cneo AK release
31	CN(C)CC(=O)NC[C@H]1N[C@@H](CO)[C@H]1c1ccc(-c2cccc(C#N)c2)cc1	-1	-6	-16	-4	0	0[16.7 µM]	44
32	COc1ccc(CNC(=O)C(C)N=C2NS(=O)(=O)c3ccccc32)cc1OC (configuration not stated)	-16	-3	-17	.	.	-11	-2
33	COc1ccc(-c2oc3cc(OC)c(O)c(OC)c3c(=O)c2OC)cc1O	9	1	-17	4	5	-6	0
34	COc1cccc(C2=N/C(=C\N(C)C)C(=O)O2)c1	-2	39	-3	.	.	-6	-2
35	Cc1ccc(OCCC(=O)OCC(=O)c2c(N)n(CC(C)C)c(=O)n(C)c2=O)cc1	0	-12	-1	-1	2	3	-3
36	Cc1[nH]n2c(=O)c3c(nc2c1-c1ccc(Cl)cc1)CCC3	-3	.	.	.	.	-6	6
37	Cc1cccc(S(=O)(=O)N2CCC(CO)(Cc3ccccc3)CC2)c1	1	.	.	0	-1	.	.
38	COc1c2ccoc2c(OCC=C(C)C)c2oc(=O)ccc12	-1	-4	-2	2	-7	12	1
39	COc1ccc(CN(C)C[C@@H]2OCc3cnnn3CCCC(=O)N([C@@H](C)CO)C[C@@H]2C)cc1	-12	2	-10	-5	-10	-5[16.7 µM]	0
40	COCC(=O)N(C)C[C@H]1Oc2cc(-c3ccc(C)cc3)ccc2S(=O)(=O)N([C@H](C)CO)C[C@@H]1C	-2	0	1	-1	-6	-15[16.7 µM]	19
41	CC(=O)N1c2ccc(S(=O)(=O)NCCc3ccc(Cl)cc3)cc2CC1C (configuration not stated)	-5	-6	36	-2	-2	.	5
42	C[C@H](CO)N1C[C@H](C)[C@H](CN(C)Cc2ccccc2)Oc2ncc(C#CCN(C)C)cc2C1=O	1&-4	2&-3	-1&-3	19*!	6&9	-9&-1[16.7 µM]	5&7
43	O=C(CSc1nnc(Cc2ccccc2)n1-c1ccc(F)cc1)N1CCOCC1	13	-7	12	0	0	2	7
44	Nc1c(C(=O)NCCN2CCOCC2)c2nc3ccccc3nc2n1CCc1ccccc1F	-85	-2	-36	.	.	-2	0
45	O=C(Nc1ccc2c(c1)C(=O)NC2=O)c1ccc2ncsc2c1	1	.	.	-2	5	.	.
46	CC(=O)NC(C)c1cc(F)c2cccnc2c1O (configuration not stated)	74*	-3	16	.	-3	4	0
47	Cc1ccc(CNC(=O)c2ccccc2N)cc1	4	-9	-3	.	.	-1	1
48	Cc1ccc(C(=O)COc2ccccc2N2C(=O)c3ccccc3C2=O)cc1	-7	.	.	-2	-1	.	.
49	Cc1cc(C=O)c(O)cc1O	5	-8	-6	-4	9	2	1
50	c1ccc(COc2ccc(OCCCNC3CCCC3)cc2)cc1	.	.	.	-2	8	-2	8
51	O=C(NC(=S)NCCc1ccccn1)c1ccco1	.	9	-4	1	4	2	2
52	CCCN(C)C[C@@H]1Oc2cc(-c3ccccc3C)ccc2S(=O)(=O)N([C@H](C)CO)C[C@@H]1C	1	-6	3	0	-2	.	-4
53	O=C(CCCN1C(=O)/C(=C/c2cccc(Br)c2)SC1=S)NCCCN1CCOCC1	14	0	0	-3	4	-8	5
54	COc1cccc(-c2cn(CC[C@@H]3CC[C@H](NS(=O)(=O)c4ccccc4Cl)[C@H](CO)O3)nn2)c1	0	5	2	0	-6	.	2
55	O=C(Nc1ccc2c(c1)[C@H]1C[C@H](CC(=O)N3CCc4ccccc4C3)O[C@@H](CO)[C@H]1O2)NC1CCCC1	3	7	-1	1	6	-8[16.7 µM]	3
56	O=C1NC(=O)C(Cc2c[nH]c3ccccc23)N1 (configuration not stated)	9	3	4	-1	-1	-3	-1
57	NS(=O)(=O)c1ccc(CCNS(=O)(=O)c2ccc(Cl)cc2)cc1	-7	-5	4	-4	-13	4	-2

Retrieved one by one from above (three):
nr	Molecule	ARNT-TACC3 inh	esBAF inh	Statin myotox sup	SIRT5 block	ERp5 inh	miR122 inh	Cneo AK release
33	COc1ccc(-c2oc3cc(OC)c(O)c(OC)c3c(=O)c2OC)cc1O	9	1	-17	4	5	-6	0
41	CC(=O)N1c2ccc(S(=O)(=O)NCCc3ccc(Cl)cc3)cc2CC1C (configuration not stated)	-5	-6	36	-2	-2	.	5
35	Cc1ccc(OCCC(=O)OCC(=O)c2c(N)n(CC(C)C)c(=O)n(C)c2=O)cc1	0	-12	-1	-1	2	3	-3

Among those listed so far, these contain a thiophene ring, fused or not:
nr	Molecule	ARNT-TACC3 inh	esBAF inh	Statin myotox sup	SIRT5 block	ERp5 inh	miR122 inh	Cneo AK release
4	COC(=O)[C@@]12CCCCN1[C@H](c1ccc(-c3cc(C(C)=O)cs3)c(OC)c1)[C@H]1C(=O)N(C)C(=O)[C@H]12	1	11	4	-4	2	-4	-1
10	COc1ccc(NC(=O)C/C(C)=N/NC(=O)c2cccs2)c([N+](=O)[O-])c1	-33	2	-1	-3	2	.	-2

Screening data from PubChem BioAssay.
